SNCA expr inhib = inhibitors of alpha-synuclein (SNCA) gene expression; 140,000 compounds, 0.17% hits; AID 1671194; HEK-293 SNCA-luciferase knock-in, luminescence, 24 h; Potency, µM (highest dose often 57.2 µM), for inactives: top-dose activity change, negative = inhibition, usual class: inhibitors;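 also: potency is read from the fitted curve at half-maximal effect; plate controls were DMSO cells for no effect and cell-free wells for full effect; nearly all actives have a fitted effect of over 45% in size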
HEK cytotox = kills HEK 293 cells; HEK 293 viability, ATP luminescence (CellTiter-Glo), 48-72 h; Potency, µM (highest dose often 115 µM), without a hit: top-dose activity change, negative = cytotoxicity, hits mostly inhibitors; 94,000 compounds, 6.6% hits; AID 1345083; also: potency is read from the fitted curve at half-maximal effect; nearly all actives have a fitted effect of over 60% in size
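Read-out: CellTiter-Glo ATP luminescence. Cells: HEK 293, 250 cells/well. Exposure: 48 or 72 hr, 37 degree Celsius.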
IP6K1 inhibitor = blocks human inositol hexakisphosphate kinase 1; 140,000 compounds, 0.81% hits; activity change, % (series mostly up to about 58 µM); IP6K1 kinase, ADP-Glo luminescence, 2 h; active compounds read low; in the data active = activity change below about -25%
Target sequence (Q92551 whole entry, looked up): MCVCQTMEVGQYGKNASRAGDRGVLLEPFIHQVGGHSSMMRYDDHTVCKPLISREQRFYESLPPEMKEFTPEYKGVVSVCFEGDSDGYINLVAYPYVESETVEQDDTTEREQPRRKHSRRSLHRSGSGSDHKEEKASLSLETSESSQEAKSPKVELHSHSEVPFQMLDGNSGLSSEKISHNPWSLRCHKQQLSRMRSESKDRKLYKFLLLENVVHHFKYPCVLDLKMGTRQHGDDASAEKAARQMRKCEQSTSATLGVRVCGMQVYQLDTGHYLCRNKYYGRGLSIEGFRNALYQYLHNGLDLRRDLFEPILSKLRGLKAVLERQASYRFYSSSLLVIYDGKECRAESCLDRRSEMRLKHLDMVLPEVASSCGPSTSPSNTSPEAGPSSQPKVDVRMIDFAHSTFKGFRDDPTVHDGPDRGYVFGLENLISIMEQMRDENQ
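ADP-Glo luminescence measures ADP made by human IP6K1 during a 2 h RT reaction with ATP/IP6 (mix at 1.3 mM/130 uM); top library doses 57.5 and 19.1 uM final.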
SNCA viab count = counter-screen for SNCA expression inhibitors: cell viability; 150,000 compounds, 0.12% hits; HEK-293-SNCA-luc viability, GF-AFC fluorescence, 24 h; Potency, µM (series often up to 57.1 µM), without a hit: at the top dose activity change, negative = cytotoxicity, usual class: cytotoxic;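 also: potency is read from the fitted curve at half-maximal effect; 0% = DMSO-treated cells and -100% = medium-only wells without cells; nearly all actives have a fitted effect of over 30% in size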
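Cytotoxicity counterscreen: after 24 h compound treatment of genome-edited SNCA-luciferase HEK-293 cells, live-cell protease substrate GF-AFC read by fluorescence after 30 min; activity scaled between DMSO (0%) and medium-only (-100%), curves Hill-fitted.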
GPT2 inh = inhibitors of human GPT2 alanine aminotransferase; Q8TD30; Potency, µM (top dose mostly 57.7 µM), for the others: at the top dose activity change, negative = inhibition, actives largely listed as inhibitors; 100,000 compounds, 0.25% hits; AID 1671188; Recombinant GPT2, coupled pyruvate oxidase/HRP Amplex Red fluorescence; also: potency is read from the fitted curve at half-maximal effect; nearly all actives have a fitted effect of over 60% in size; many of its hits are not listed in these tables
Target sequence (Q8TD30 whole entry, looked up): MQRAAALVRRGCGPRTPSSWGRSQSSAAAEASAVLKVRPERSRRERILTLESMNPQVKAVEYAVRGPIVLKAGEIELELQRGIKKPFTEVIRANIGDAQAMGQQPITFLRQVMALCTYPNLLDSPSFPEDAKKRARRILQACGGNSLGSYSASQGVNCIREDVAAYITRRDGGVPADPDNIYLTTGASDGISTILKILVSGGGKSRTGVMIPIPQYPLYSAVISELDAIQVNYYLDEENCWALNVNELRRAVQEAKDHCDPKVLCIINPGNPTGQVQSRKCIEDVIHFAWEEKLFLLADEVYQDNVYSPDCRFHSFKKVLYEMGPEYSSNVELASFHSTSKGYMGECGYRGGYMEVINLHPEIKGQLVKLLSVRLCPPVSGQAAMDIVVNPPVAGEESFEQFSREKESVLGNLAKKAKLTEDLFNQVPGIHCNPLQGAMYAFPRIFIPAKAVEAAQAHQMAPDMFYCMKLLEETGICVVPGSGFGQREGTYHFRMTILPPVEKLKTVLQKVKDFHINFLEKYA
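Fluorescence of coupled pyruvate oxidase/HRP/Amplex Red system (50uM Amplex, 30 min, dark) reports pyruvate formed by GPT2. Enzyme reaction: 10ng/uL GPT2, 2mM L-alanine, 250uM a-KG, 30 min room temperature, pH 7.5; 50uM AOA control.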
NIH3T3 tox = cytotoxic compounds in NIH 3T3 cells. Potency, µM (series often up to 96.7 µM), inactives show at the highest dose activity change, negative = cytotoxicity, actives largely listed as inhibitors. 94,000 compounds, 4.3% hits. NIH 3T3 viability, CellTiter-Glo ATP luminescence, 48-72 h; also: potency is read from the fitted curve at half-maximal effect; nearly all actives have a fitted effect of over 55% in size
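ATP-dependent luminescence (CellTiter-Glo) served as the viability signal for NIH 3T3 cells treated with compound for 48 or 72 hr at 37 °C.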
Luciferase inh = Photinus pyralis luciferase inhibition; P08659; purified P. pyralis luciferase, luminescence, biochemical; Potency, µM (titrated, usually from 115 µM), inactives show at the top dose activity change, negative = inhibition, hits mostly inhibitors; 76,000 compounds, 2.5% hits; AID 1347043; also: potency is read from the fitted curve at half-maximal effect; nearly all actives have a fitted effect of over 65% in size
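Luminescence read by CCD imager after adding enzyme (10nM final) to wells holding compound, titrated in qHTS. Substrates 10uM each D-luciferin and ATP; buffer 50mM Tris acetate pH 7.5, 10mM Mg acetate, Tween-20, BSA.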
* marks the source's active call; other numbers are inactive results; i = inactive; ? = inconclusive; / = no result given; [ ] = another dose, or the depositor's remark. Unless noted, calls follow the shape of the dose curve; as a rule, active = well fitted curve in the direction sought with a large enough effect; inconclusive = small, poorly fitted or top-dose-only effect, or another doubt; inactive = no such curve, though single readings can be large; an effect the other way counts as inactive or inconclusive. Unless noted, % is scaled to controls: 0 for no effect and ±100 for the full control effect. Only part of the results is shown; count on the stated rates, not on these rows.

structure	SNCA viab count	NIH3T3 tox	SNCA expr inhib	HEK cytotox	IP6K1 inhibitor	Luciferase inh	GPT2 inh
Cc1cc(=O)n(CC(=O)Nc2ccc3c(c2)OCO3)c(-c2ccc(Cl)cc2)n1	-16%	?	3%	?	0	0%	i
CN1CC(=O)N(C2CCCC2)Cc2c(NCc3cccc(F)c3)ncnc21	8%	?	44%[activator]	?	-3	-3%	i
CC(C)(C)CN[C@H]1C[C@@H](Cc2cc(COc3ccccc3)on2)C1(C)C	-26%[87.6 µM]	28µM*	24%[87.6 µM]	22µM*	10	17%[172 µM]	2%[88.5 µM]
COc1cccc(-c2ccc(C(=O)NCCN[S+](=O)([O-])c3ccc(C)cc3)cc2)c1	/	-14%	/	-15%	-6	/	/
CCOc1ccc(C(=O)c2cn(CC(=O)Nc3ccc4c(c3)OCCO4)c3ccc(F)cc3c2=O)cc1	15%	/	8%	/	0	/	/
CC(C)CCC(=O)N1C[C@@H](CO)[C@H](c2ccccn2)C1	-13%	-6%	?	i	5	-1%	-8%
Cc1cc2nc3n(c(=O)c2n1CC(=O)Nc1ccc(Br)cc1)CCCCC3	2%	?	5%	?	4	3%	i
COCCC1(NC(=O)C2CCOCC2)CCN(C(=O)CCc2ccc(OC)cc2)CC1	1%	-16%	-13%	-4%	-6	-4%	-11%
CCN(CCCNC(=O)CN1N=C(c2ccc(C)cc2)CCC1=O)c1ccccc1	7%	/	?	/	9	/	/
Cc1ccc(CNC(=O)c2nc(SCc3ccc(C)cc3)ncc2Cl)cc1	9%	/	?	/	-7	/	/
COc1ccccc1NC(=O)C(=O)c1cc(C)n(-c2cc(C)cc(C)c2)c1C	1%	/	-3%	/	15	/	/
COc1ccccc1CNS(=O)(=O)c1c(C)nc2sc(C)cn2c1=O	-2%	/	-8%	/	-2	/	/
C#CCNC(=O)c1nc(C(C)(C)C)c2cnccn12	3%[87.6 µM]	?	-5%[87.6 µM]	-26%[172 µM]	-15	/	i
COCC1CN(C2CCC2)CC12CCN(C(=O)c1ccsc1)CC2 (stereo not drawn)	11%	?	16%	?	-3	/	3%
C[C@H]1[C@@H]2[C@H]3OC(=O)[C@@H](C)[C@@H]3CC[C@@]2(C)CC[C@@H]1NC(=O)c1ccccn1	0%[87.6 µM]	-22%[174 µM]	20%[87.6 µM]	100µM*	21	13%[172 µM]	-2%[88.5 µM]
COc1ccccc1NC(=O)c1cc2cc3ccc(OC)c(Cl)c3nc2s1	9%	/	3%	/	-7	/	/
Cc1ccc(N(C)C(=O)C2CCCN(c3ncnc4c3nc3n4CCCCC3)C2)cc1C (stereo not drawn)	-9%	/	17%	/	-5	/	/
COc1ccc(-c2noc(-c3cccn3CC(=O)Nc3ccccc3C(C)C)n2)cc1F	-1%	1%	10%	8%	-1	2%	3%
CCOCC(=O)Nc1ccc(-c2cn3c(C)csc3n2)cc1	-3%	/	?	/	-7	/	/
O=C1Cc2c(-c3ccc(N4CCOCC4)cc3)n[nH]c2CN1CCc1ccncc1	-2%[87.6 µM]	79µM*	59%[activator][87.6 µM]	-18%[172 µM]	-1	?	i
CCN1CCN(C(=O)N[C@@H](C(=O)N[C@@H]2C(=O)N3[C@@H]2SC(C)(C)[C@@H]3C(=O)O)c2ccccc2)C(=O)C1=O	?	/	/	/	12	/	4%
O=C(c1ccccn1)N1CCC(N2CCNC2=O)CC1	1%[87.6 µM]	i	2%[87.6 µM]	i	-9	/	i
COc1ccc2c(c1)-c1nc(NC(=O)c3ccc(C)cc3)sc1CC2	6%	/	56%[activator]	/	-8	/	/
Cc1ccc(S(=O)(=O)N2CCCC(Cn3cnc4cccnc43)C2)cc1C (stereo not drawn)	-6%	?	31%[activator]	?	3	8%	-8%
COc1cccc(NC(=O)N2CC[C@H]3CC(=O)N(c4ccccc4)CC[C@H]3C2)c1	-13%[87.6 µM]	i	-13%[87.6 µM]	i	-4	7%[172 µM]	-4%[88.5 µM]
CC(=O)NC1CCCc2c1[nH]c1ccc(Cl)cc21 (stereo not drawn)	-6%	?	12%	?	-9	4%	-13%
COc1ccccc1CN1CCC(CN(CC(C)C)C(=O)C2CCCN2)CC1 (stereo not drawn)	-17%	?	-3%	?	-1	-2%	-25%
COc1ccc(C(=O)NC(C(=O)NC(C)C(C)C)C2CCN(C(=O)CC(C)(C)C)CC2)cc1 (stereo not drawn)	-7%	-7%	7%	?	-1	-6%	i
Cc1cc2nc3n(c(=O)c2n1CC(=O)Nc1ccccc1C(C)C)CCCCC3	-15%	-4%	2%	-15%	14	12%	i
O=C(NCc1cnccn1)c1nc(-c2ccccc2)cc2[nH]ccc12	-4%[87.6 µM]	?	-29%[87.6 µM]	-16%[172 µM]	-8	3%[172 µM]	i
CC(C)NC(=O)N(C1CC1)C1CCOC2(CCN(C(=O)CCc3ccccc3)CC2)C1 (stereo not drawn)	5%	-24%	-15%	-19%	6	-8%	-3%
O=C(NC[C@H]1Cn2c(-c3ccc(F)cc3)cnc2CO1)C1CC1	-8%[87.6 µM]	-22%[174 µM]	-7%[87.6 µM]	-2%[172 µM]	3	-20%[172 µM]	-7%[88.5 µM]
CC(C)NC(=O)NC[C@H]1Cn2c(-c3ccc4c(c3)OCO4)cnc2CO1	5%[87.6 µM]	-15%[138 µM]	?	-14%[172 µM]	-4	-22%[172 µM]	2%[88.5 µM]
COc1ccc(-c2cc(N3CCC(NC(=O)Cc4ccccc4Cl)CC3)n[nH]2)cc1	-8%	?	20%	?	19	-7%	-17%
O=C1NCCCCCCN(C(=O)Nc2ccc3c(c2)OCCO3)[C@H]2CCC[C@@H]12	-1%	-17%	55%[activator]	-9%	16	1.1µM*	4%
COc1ccc(CNC(=O)CSc2ncc3c(n2)-c2cc(Cl)ccc2N(C)S3(=O)=O)cc1	-1%	/	-4%	/	23	/	/
Cc1cc(C(F)(F)F)nn1CC(=O)N1CC[C@H](CO)[C@H](NC(=O)C2CC2)C1	-8%[12.5 µM]	-3%	?	i	10	-2%	i
O=C(NCCN1CCCCC1)C1(CCO)CCN(c2ncccn2)C1 (stereo not drawn)	-7%	?	9%	?	-8	-12%	1%
COCC1CN(C(=O)c2ccc(C#N)cc2)CC12CCOCC2 (stereo not drawn)	6%	1%	-4%	4%	0	13%	i
O=C(C[C@@H]1CCNC[C@@H]1Cc1cc(-c2ccccc2)on1)N1CCc2ccccc2C1	-12%[87.6 µM]	32µM*	-2%[87.6 µM]	40µM*	-13	2%[172 µM]	5%[88.5 µM]
Cc1ccc(C(=O)Nc2cnc(-c3ccc(Cl)cc3)nc2)s1	-1%	i	82%[activator]	?	-1	-7%	i
O=C(CC(c1ccccc1)c1ccc(Cl)cc1)N1CCOCC1 (stereo not drawn)	-13%	-19%	-8%	?	-2	-1%	-12%
CC(C)N1C[C@H](O)C[C@H]1c1nnc2n1CCN(C(=O)c1ccccc1)CC2	2%	0%	-7%	i	-1	3%	5%
COc1cc(Cl)c(C)cc1NC(=O)CSc1cc(=O)n(C)c2cc(Cl)ccc12	-8%	/	13%	/	33	/	/
O=C(NCc1cccc(Cl)c1)C1CCCN1C(=O)c1cccc(-c2cccnc2)c1 (stereo not drawn)	/	?	/	?	-7	/	/
Cc1ccccc1C(=O)Nc1nnc(SCc2cc(=O)c3c(C)ccc(C)c3[nH]2)s1	-6%	/	-9%	/	-4	/	/
CN(Cc1cccnc1)c1nc2c(c(=O)[nH]1)CCN(Cc1ccc(F)cc1F)CC2	-1%	?	3%	?	0	7%	i
CCOc1ccc(NC(=O)Cn2c(N3CCN(c4ccccc4)CC3)nc(C)cc2=O)cc1	1%	-5%	5%	?	14	4%	-13%
Cc1nc2ccccn2c(=O)c1NC(=O)c1ccccc1Cl	13%	/	46%[activator]	/	46	/	/
CCCCN1C(=O)[C@@H]2C[C@@H](O)CN2C2(CN(C3CCOCC3)C2)C1=O	3%[87.6 µM]	4%[174 µM]	7%[87.6 µM]	-5%[172 µM]	-18	-3%[172 µM]	1%[88.5 µM]
CCCS(=O)(=O)NCCc1ncc(C)n1CC1CC1	9%	-8%	15%	-20%	18	3%	-12%
O=C(NC1CCS(=O)(=O)C1)C1CCN(c2cnn(Cc3ccccc3)c(=O)c2)C1 (stereo not drawn)	13%	i	-12%	i	3	0%	i
NC(=O)NCC(=O)N1CCc2cc(S(=O)(=O)NCc3cccs3)ccc2C1	-3%	4%	17%	i	19	2%	i
CN(Cc1ccccc1)Cc1nc2c(n1Cc1ccccc1)C(=O)N(Cc1ccccc1C#N)CCN2	-8%	?	-21%	?	-11	4%	-5%
Cc1[nH]c2ccc(C(=O)NCCc3ccccc3Cl)cc2c1C	-8%	/	173%[activator]	/	19	/	/
Cc1nc2ccc(C(=O)Nc3ccc4c(c3)C(=O)N3CCC[C@H]3C(=O)N4)cc2s1	8%	-13%	-8%	2%	-9	0%	-3%
CCOC(=O)N1CCN(Cc2nc3cc(NC(C)=O)ccc3n2C(C)C)CC1	-11%	/	-22%	/	-10	/	/
C=Cc1ccc(Cn2c(C(=O)O)c(CNCc3ccc(F)cc3)c3ccc(C)cc32)cc1	?	/	?	/	-9	/	/
Cc1ccc(NS(=O)(=O)c2ccc3c(c2)n(C)c(=O)n3C)c(C)c1	7%	/	6%	/	1	/	/

Given as labelled records: 4 of the compounds above
O=C(NC1CCS(=O)(=O)C1)C1CCN(c2cnn(Cc3ccccc3)c(=O)c2)C1 (stereo not drawn)
  SNCA viab count = 13%
  NIH3T3 tox = i
  SNCA expr inhib = -12%
  HEK cytotox = i
  IP6K1 inhibitor = 3
  Luciferase inh = 0%
  GPT2 inh = i

C=Cc1ccc(Cn2c(C(=O)O)c(CNCc3ccc(F)cc3)c3ccc(C)cc32)cc1
  SNCA viab count = ?
  NIH3T3 tox = /
  SNCA expr inhib = ?
  HEK cytotox = /
  IP6K1 inhibitor = -9
  Luciferase inh = /
  GPT2 inh = /

CCCCN1C(=O)[C@@H]2C[C@@H](O)CN2C2(CN(C3CCOCC3)C2)C1=O
  SNCA viab count = 3%[87.6 µM]
  NIH3T3 tox = 4%[174 µM]
  SNCA expr inhib = 7%[87.6 µM]
  HEK cytotox = -5%[172 µM]
  IP6K1 inhibitor = -18
  Luciferase inh = -3%[172 µM]
  GPT2 inh = 1%[88.5 µM]

CN(Cc1ccccc1)Cc1nc2c(n1Cc1ccccc1)C(=O)N(Cc1ccccc1C#N)CCN2
  SNCA viab count = -8%
  NIH3T3 tox = ?
  SNCA expr inhib = -21%
  HEK cytotox = ?
  IP6K1 inhibitor = -11
  Luciferase inh = 4%
  GPT2 inh = -5%

Compound activity deposited in PubChem BioAssay by National Center for Advancing Translational Sciences (NCATS).
